Screens as filed in PubChem BioAssay.
AGP1 TOR yeast: modulators of AGP1-GFP expression in yeast TOR pathway, primary screen, cell-based, multiplex flow cytometry, S. cerevisiae, MLPCN library. 320,000 tested, 0.02% active. GFP response vs DMSO, % at 10 µM. 3 h; GFP as percent of DMSO wells;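 active = GFP response relative to DMSO above a set limit, near screen average plus 3 SD, cut at about 150% in these data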;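 also: median GFP channel fluorescence of the gated AGP1 strain per well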
CIT2 TOR yeast: modulators of CIT2-GFP expression in yeast, primary screen, S. cerevisiae, GFP fusion, multiplex flow cytometry, MLPCN library; S. cerevisiae CIT2-GFP strain, 3 h; 100 means same as DMSO wells; GFP response vs DMSO, % at 10 µM; 320,000 tested, 0.065% active;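 active = GFP response relative to DMSO above a set limit, near the screen mean plus 3 SD, cut at about 150% in these data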;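 also: ratio of well median GFP fluorescence to mean of DMSO wells on the plate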
VLA-4 inh: inhibition in human VLA-4 binding assay, primary screen, VLA-4 allosteric modulator project, MLPCN library, flow cytometry, VLA-4 expressing cells | ligand binding flow cytometry | inhibition, % (about 7 µM as worked out from the volumes in the protocol) | 330,000 tested, 0.2% active | Integrin alpha-4 (Homo sapiens), P13612 | AID 2557, 2010; in the data active = inhibition above about 50%
MEP2 TOR yeast: modulators of MEP2-GFP levels in yeast, primary screen, S. cerevisiae, multiplex flow cytometry, MLPCN library | S. cerevisiae MEP2-GFP strain, 3 h; 100% = DMSO control level | GFP response vs DMSO, % at 10 µM | 330,000 tested, 0.51% active;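 active = GFP response versus DMSO above a set limit, roughly screen mean plus 3 SD, cut at about 180% in these data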;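 also: median GFP fluorescence of the barcode-gated MEP2-GFP cells per well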
RPL19A-GFP yeast: RPL19A-GFP expression modulators in yeast, primary screen, cell-based, S. cerevisiae, multiplex flow cytometry, MLPCN; S. cerevisiae RPL19A-GFP strain, 3 h; hits give low values; percent response vs DMSO, % at 10 µM; 330,000 tested, 0.3% active;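 active = percent response vs DMSO below 50%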;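 also: median channel GFP fluorescence of the barcoded RPL19A-GFP strain; ratio of sample median GFP to plate DMSO average so 100% = DMSO; lower means less RPL19A-GFP as with rapamycin TOR inhibition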
GASC-1 inh: inhibitors of GASC-1 histone demethylase, primary screen, biochemical, fluorescence, DELFIA europium. Lysine-specific demethylase 4C (Homo sapiens), Q9H3R0. GST-JMJD2C(1-420) H3K9me3 demethylation. inhibition, % at 2.35 µM. 330,000 tested, 0.069% active. AID 2099, 2009;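 active = more than half of a compound's replicate wells show inhibition beyond 50%, single wells judged on their own value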;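 also: signal counts dimethyl H3K9 product captured on neutravidin plate; 0% = median of DMSO wells and 100% = 0.3 times that DMSO median; strong numbers were not always called active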
Target sequence (Q9H3R0 1-420 limits assumed): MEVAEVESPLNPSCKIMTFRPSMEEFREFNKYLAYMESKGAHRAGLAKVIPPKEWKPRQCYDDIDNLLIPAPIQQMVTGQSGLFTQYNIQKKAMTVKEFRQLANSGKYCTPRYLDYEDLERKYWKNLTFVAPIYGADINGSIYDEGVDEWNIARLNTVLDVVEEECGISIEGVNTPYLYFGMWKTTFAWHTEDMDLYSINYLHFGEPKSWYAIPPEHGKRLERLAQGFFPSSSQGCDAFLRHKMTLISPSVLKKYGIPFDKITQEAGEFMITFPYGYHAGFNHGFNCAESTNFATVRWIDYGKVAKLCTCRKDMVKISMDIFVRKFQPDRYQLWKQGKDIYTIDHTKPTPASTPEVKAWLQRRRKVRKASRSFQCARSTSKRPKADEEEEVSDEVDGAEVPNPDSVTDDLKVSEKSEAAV
LAP4 TOR yeast: modulators of LAP4-GFP expression in yeast, primary screen, S. cerevisiae, multiplex flow cytometry, MLPCN library; GFP response vs DMSO, % at 10 µM; 320,000 tested, 0.34% active; AID 2023, 2009; 3 h; median GFP as percent of DMSO wells;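 active = GFP response vs DMSO above a set limit, about the screen mean plus 3 SD, cut at about 150% in these data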
GRK2 inh: compounds blocking aptamer binding on GRK2 – biochemical, human GRK2, bead flow cytometry, HTS, primary screen; FAM-aptamer displacement from GRK2; inhibition of aptamer binding, % at 10 µM; 330,000 tested, 0.59% active; AID 488847, 2010;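 active = inhibition of aptamer binding above 40%, roughly 3 SD of noise, on plates passing a quality check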;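 also: median bead fluorescence of bound FAM aptamer so fluorescent compounds give negative values; no value below 0 was filed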
Target sequence (P25098 whole entry, looked up): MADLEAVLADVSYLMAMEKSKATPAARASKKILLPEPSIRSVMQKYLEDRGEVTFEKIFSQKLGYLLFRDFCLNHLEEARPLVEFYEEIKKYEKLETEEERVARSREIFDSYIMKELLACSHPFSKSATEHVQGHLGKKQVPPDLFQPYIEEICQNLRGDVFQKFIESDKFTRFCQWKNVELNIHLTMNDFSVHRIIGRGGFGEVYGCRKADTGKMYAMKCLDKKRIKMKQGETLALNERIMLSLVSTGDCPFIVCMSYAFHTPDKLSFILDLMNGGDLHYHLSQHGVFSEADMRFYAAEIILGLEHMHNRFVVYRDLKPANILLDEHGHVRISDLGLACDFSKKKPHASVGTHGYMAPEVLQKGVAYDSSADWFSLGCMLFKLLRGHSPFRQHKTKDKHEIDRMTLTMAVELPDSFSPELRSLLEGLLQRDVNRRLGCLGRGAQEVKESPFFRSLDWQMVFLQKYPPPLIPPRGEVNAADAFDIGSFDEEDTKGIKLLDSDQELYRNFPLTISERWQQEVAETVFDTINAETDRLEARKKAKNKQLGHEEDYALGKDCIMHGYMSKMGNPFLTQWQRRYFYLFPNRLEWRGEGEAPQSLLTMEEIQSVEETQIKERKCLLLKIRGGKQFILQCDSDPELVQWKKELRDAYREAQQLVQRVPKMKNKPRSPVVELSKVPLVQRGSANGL
Numbers without * were called inactive; i = inactive; nt = not tested or not shown.

GASC-1 inh,GRK2 inh,CIT2 TOR yeast,AGP1 TOR yeast,VLA-4 inh,RPL19A-GFP yeast,LAP4 TOR yeast,MEP2 TOR yeast,Structure
-4,5,104,99,-5,102,87,91,CSCC[C@H](NC(=O)c1cccc(S(=O)(=O)N2CCN(C)CC2)c1)c1nc2ccccc2[nH]1
6,0,101,103,-2,104,103,105,O=C(Cc1ccc(Cl)cc1)N/N=C/c1c(Cl)cccc1Cl
7,0,98,102,3,104,97,105,Cc1ccc(N/C(CSC(N)=O)=N\S(=O)(=O)c2ccc(C)cc2)cc1
9,0,88,nt,-11,90,87,88,O=C(NCCc1cn2ccccc2n1)c1ccccc1F
11,1,106,107,3,102,108,110,Cc1cc(C(=O)Nc2c(F)cc(F)cc2Br)c(C)o1
6,0,96,98,3,95,100,97,COc1cccc(-c2nc(N3CCN(c4ccccc4)CC3)c3ccccc3n2)c1O
-4,0,99,103,-10,102,110,108,CCc1c(C(=O)Nc2ccncc2)csc1C
2,1,106,109,6,102,107,106,O=C(CNC(=O)c1ccco1)OCc1ccccc1F
5,0,106,97,-7,104,97,103,O=S(=O)(Nc1cccc(Cl)c1)c1cccc(-n2cnnn2)c1
3,0,107,102,-5,102,103,102,C=CCN(CC=C)c1cnn(-c2nc3ccccc3[nH]2)c(=O)c1Cl
i,0,90,103,2,103,106,107,Cc1c(C(=O)c2ccccc2C(=O)O)sc2ccccc12
0,0,94,100,4,94,104,96,CC1CN(C(=O)c2cc(-c3ccc(Cl)s3)nc3ccccc23)CC(C)O1 (stereo not drawn)
2,0,99,94,-2,96,87,97,COc1ccc(C(=O)CSc2nnc(CNC(=O)c3ccccc3F)n2C)cc1OC
1,0,123,115,9,102,104,103,COCCN(C(=O)CSc1nnc(C)n1Cc1ccccc1)c1c(N)n(CC(C)C)c(=O)[nH]c1=O
-4,2,101,84,11,99,73,105,Cc1ccc(C)c(-c2csc(-c3cccnc3)n2)c1
31,0,99,102,3,99,99,100,CCN(Cc1cccc(OC)c1)CC1CCCN(CCc2cccc(OC)c2)C1 (stereo not drawn)
4,2,98,103,6,98,99,103,CC1=C(C)CC(C(=O)NCc2ccc3c(c2)OCO3)C(C(=O)O)C1 (stereo not drawn)
30,4,108,103,7,99,99,99,CC12CCC(=O)N1C(C(=O)Nc1nc3c(F)cc(F)cc3s1)CS2 (stereo not drawn)
-4,0,97,99,4,95,93,97,Cc1onc(-c2ccccc2)c1C(=O)N1CCN(C)CC1
6,0,80,93,41,96,127,92,COC(=O)/C=C\C(=O)Nc1cccc([N+](=O)[O-])c1
7,0,102,106,1,107,105,104,CCC(c1nnnn1C(C)(C)C)N1CCN(Cc2ccccc2OC)CC1 (stereo not drawn)
-5,2,86,24,10,100,91,103,COc1ccc(Nc2nnc(SCC(=O)N3CC(=O)Nc4ccccc43)s2)cc1
6,5,102,100,7,98,95,97,CCCc1cc(=O)oc2c(C)c(OCC(=O)NCc3ccccn3)ccc12
1,4,102,101,9,99,102,102,Cc1ccc(S(=O)(=O)NCCOc2nc(N3CCOCC3)nc(N3CCOCC3)n2)cc1
-4,1,94,93,-3,92,94,87,CCCNC(=O)C(Cc1ccc(I)cc1)NC(=O)c1ccc(C#N)cc1 (stereo not drawn)
-3,0,100,100,37,104,108,109,CN1CCS/C1=C/C=C1\SC(=S)N(CC(=O)O)C1=O
6,2,94,101,2,99,101,102,CCN1CCN(C(=S)Nc2ccc3nc4n(c(=O)c3c2)CCCCC4)CC1
4,0,99,99,14,84,107,99,CC1(C)Cc2ccccc2-c2nc3n(c(=O)c21)CCCS3
1,5,115,110,-5,110,101,104,COc1ccccc1C(=O)NNC(=O)c1ccc(NS(=O)(=O)c2cccs2)cc1
-17,0,100,99,13,102,105,102,COc1ccc2c3c1O[C@H]1C[C@@H](O)C=C[C@@]31CCN(C)C2

Five compounds from above, showing only MEP2 TOR yeast, RPL19A-GFP yeast and AGP1 TOR yeast.
SMILES	MEP2 TOR yeast	RPL19A-GFP yeast	AGP1 TOR yeast
O=C(NCCc1cn2ccccc2n1)c1ccccc1F	88	90	nt
Cc1cc(C(=O)Nc2c(F)cc(F)cc2Br)c(C)o1	110	102	107
COc1cccc(-c2nc(N3CCN(c4ccccc4)CC3)c3ccccc3n2)c1O	97	95	98
CCc1c(C(=O)Nc2ccncc2)csc1C	108	102	103
O=C(CNC(=O)c1ccco1)OCc1ccccc1F	106	102	109

Other compounds follow.
GASC-1 inh,GRK2 inh,CIT2 TOR yeast,AGP1 TOR yeast,VLA-4 inh,RPL19A-GFP yeast,LAP4 TOR yeast,MEP2 TOR yeast,Structure
-9,0,102,90,6,97,100,93,O=C(O)CCc1nnc(SCC(=O)Nc2ccc(Cl)c(C(F)(F)F)c2)[nH]c1=O
10,0,88,81,12,94,98,92,CC1(C)Cc2[nH]c3ccccc3c2C(C)(C)N1
-5,0,104,100,2,104,100,106,O=C1c2ccccc2C(=O)N1CCCn1ccnc1
193,2,nt,97,1,96,94,100,N#CCSc1nnc(C2CCCCC2)n1-c1ccccc1
1,1,105,102,-2,102,91,96,CCCCC1N2CC3([N+](=O)[O-])CN1CC([N+](=O)[O-])(C2)C3(C)C (stereo not drawn)
-3,0,108,108,1,98,99,94,COc1ccc(CNS(=O)(=O)c2ccc3oc(C(=O)O)c(C)c3c2)cc1
0,0,107,103,8,98,94,94,COC(=O)Cc1c(O)ccn(Cc2ccccc2OC)c1=O
1,3,91,96,-14,102,126,104,Cc1ccc(S(=O)(=O)C2(C(=O)Nc3cccc(F)c3)CC2)cc1
67,1,102,93,-21,89,94,98,COc1ccc2nc(NC(=O)CN(c3ccc(C)cc3)S(=O)(=O)c3c(C)nn(C)c3C)sc2c1
16,5,nt,98,20,102,93,96,CCOC(=O)c1sc(NC(=O)c2ccc(C)s2)cc1C
4,1,98,98,15,98,99,99,O=C(N/C=N/OCc1cccc(C(F)(F)F)c1)N1OC[C@@H]2COc3ccc4ccccc4c3[C@@H]21
12,4,104,104,-2,101,103,104,O=C(CCS(=O)(=O)c1cccc2nsnc12)NC1CCCCC1
2,0,85,84,-8,95,80,86,CCc1nnc(NC(=O)CSC(=S)N2CCOCC2)s1
-9,0,95,94,2,98,93,98,Cc1ccc(Nc2nnc(SCc3cc(=O)n4cc(C)ccc4n3)s2)cc1
7,0,98,92,0,95,87,92,COc1ccc(C2N(C(=O)CN3CCCC3)CCCN2S(=O)(=O)c2ccccc2)cc1 (stereo not drawn)
-5,1,92,99,8,98,100,99,CC(C)(C)c1ccc(OCC(=O)Nc2cccc(S(=O)(=O)NC3=NCCCCC3)c2)cc1
-3,2,114,105,-14,105,107,105,O=C(NC1CCCCC1)NC1CCN(C(=S)NCc2ccco2)CC1
-11,0,96,99,3,105,91,101,CCCCC(=O)Nc1ccc(NC(=S)NC(=O)CC(C)C)cc1OC
5,0,103,106,16,107,105,105,C(=N\N=C\c1cccnc1)/c1cccnc1
2,0,100,101,-8,104,93,105,CC(=O)NN1C(=O)/C(=C2/Sc3ccc(Cl)cc3N2C)SC1=S
3,0,113,104,22,103,97,90,COc1ccc(C(=O)OCCN2CCOCC2)cc1
8,3,93,101,-5,99,104,100,CC(C)c1nc2sc(C(=O)O)c(N)c2c2c1CCCC2
4,0,97,100,17,101,100,102,O=C(C1CC(=O)N(C2CCCCC2)C1)N1CCN(c2cccc(C(F)(F)F)c2)CC1 (stereo not drawn)
-11,0,92,98,-19,96,100,104,Cc1cccc(N2CCN(C(=O)c3cc4c(=O)n(C)c5ccccc5c4n3C)CC2C)c1 (stereo not drawn)
0,0,112,103,7,101,102,99,CCc1nnc(SCc2ccc(OC)c(Br)c2)n1N
2,5,105,89,0,108,92,98,CC(C)(C)C1(C)OC(=O)C(=Cc2ccc(OCC(=O)Nc3ccccc3)cc2)C(=O)O1 (stereo not drawn)
3,1,102,107,21,102,95,101,NC(=O)c1nsc(C(=O)N(CC(=O)NCc2ccc(F)cc2)Cc2ccco2)c1N
-3,4,110,102,-10,101,104,107,CCOc1ccc(NS(=O)(=O)c2cc(C(=O)NCCN3CCOCC3)ccc2C)cc1
67,0,100,100,-22,95,106,95,CS(=O)(=O)N1N=C(c2cccs2)CC1c1ccccc1 (stereo not drawn)
-14,3,96,95,39,101,93,96,COc1ccc(NS(=O)(=O)c2cc(Br)cc3c2N(C(C)=O)CC3)cc1

GASC-1 inh,GRK2 inh,CIT2 TOR yeast,AGP1 TOR yeast,VLA-4 inh,RPL19A-GFP yeast,LAP4 TOR yeast,MEP2 TOR yeast,Structure
-3,3,100,102,23,101,93,94,CCOC(=O)C1CCCN(c2c(N3CCN(C4CCCCC4)CC3)c(=O)c2=O)C1 (stereo not drawn)
5,4,99,106,-9,100,106,110,CCCCSc1nc2sc3c(c2c(=O)[nH]1)CCC3
-4,0,122,100,1,108,83,107,CONC(=O)c1cc(OCC(F)(F)F)ccc1OCC(F)(F)F
-1,1,76,100,5,92,95,90,CN1CCN(C(CNC(=O)C(=O)Nc2ccc3c(c2)OCCO3)c2ccc(F)cc2)CC1 (stereo not drawn)
-1,0,99,102,27,96,95,102,COc1ccc(N(CC(=O)NCc2ccc(F)cc2)S(=O)(=O)c2c(C)n[nH]c2C)cc1
14,2,93,97,3,97,99,94,Cc1ccc(C2(c3ccccc3)NC(=O)N(CC(=O)NC3CCS(=O)(=O)C3)C2=O)cc1C (stereo not drawn)
-17,4,100,107,7,105,99,109,COc1cccc(CC2(CO)CCN(S(=O)(=O)c3ccc(OC)cc3OC)CC2)c1
14,0,100,104,4,104,97,103,N#Cc1nc(-c2ccccc2F)oc1N1CCN(C(=O)c2ccco2)CC1
-2,0,95,107,-17,97,112,95,O=C(CCN1C(=O)c2cccc3cccc(c23)C1=O)NC1CCS(=O)(=O)C1 (stereo not drawn)
17,0,93,99,-5,95,106,100,CCOc1ccccc1OCC(=O)NNC(=O)Cn1cnc2c1c(=O)n(C)c(=O)n2C
-9,2,110,94,3,99,97,102,CN(C)c1nc(-c2ccccc2)nnc1C(F)(F)F
-33,0,92,91,4,91,113,240*,CCOC(=O)C1C(=O)C=C(c2ccc(C)cc2)CC1c1ccco1 (stereo not drawn)
-22,0,97,100,22,110,106,109,O=C(Nc1ccc(Oc2ccc(C(F)(F)F)cn2)c(Cl)c1)C1CC1
8,0,97,99,14,101,98,103,Cc1ccc(C(C)C)c(OCCCCN2CCNCC2)c1
5,1,94,83,-17,98,81,94,Cc1ccc2c(C)c(C(=O)N3CCN(c4cnccn4)CC3)oc2c1C
1,0,102,101,2,105,98,105,Cc1ccc(Nc2nc(CSc3nnc(-c4ccc(F)cc4)n3C)cs2)cc1
3,1,105,98,11,98,91,99,O=C(CNC(=O)c1ccc(Br)cc1)NCC(=O)OCC(=O)c1ccc([N+](=O)[O-])cc1
-4,5,81,94,6,96,91,87,c1ccc(-c2noc(-c3cccc4ccccc34)n2)nc1
4,4,85,107,10,101,94,96,O=C1COc2ccc(S(=O)(=O)N3CCc4ccccc43)cc2N1
-5,0,106,103,-2,100,99,105,CCOC(=O)c1ccc(NS(=O)(=O)c2cc(-c3nnnn3C(C)C)ccc2OC)cc1
6,5,97,93,3,94,89,96,CCOC(=O)N1CCN(Cc2ccc(F)cc2F)CC1

Profiles, quoted from the list. Order of values: GASC-1 inh	GRK2 inh	CIT2 TOR yeast	AGP1 TOR yeast	VLA-4 inh	RPL19A-GFP yeast	LAP4 TOR yeast	MEP2 TOR yeast
CCOc1ccc(NS(=O)(=O)c2cc(C(=O)NCCN3CCOCC3)ccc2C)cc1 across the screens: -3	4	110	102	-10	101	104	107
CN1CCS/C1=C/C=C1\SC(=S)N(CC(=O)O)C1=O across the screens: -3	0	100	100	37	104	108	109

Compounds as they come. Share with any hit: about 1.7%.
